HGIII-sPLA2 inh = Inhibits HGIII-sPLA2 liposome hydrolysis, primary screen | Q9NZ20 | QFRET BODIPY PC-A2 liposome hydrolysis, fluorescence | inhibition, % at 12.2 µM | actives 0.56% (n = 370,000);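 active means inhibition above mean plus 3 SD of compounds lying within the high and low control bounds, cut at about 19% in these data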;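 further: 0% = median of test compound wells and 100% = no enzyme DMSO wells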
PLC-gamma1 inh = inhibitors of human phospholipase C gamma1; P19174; purified PLC-gamma1, fluorogenic substrate, fluorescence; inhibition, % at 12.2 µM; actives 0.84% (n = 370,000); in the data active means inhibition above about 9.5%
Tn7 DDE FP = disrupts Tn7 cyclic peptide binding to fibrin D-Dimer-E complex; P02675; FP displacement of FITC-Tn7 peptide from fibrin DD(E); 0% = median of compound wells per plate; inhibition, % at 8.3 µM; actives 0.13% (n = 370,000); AID 720508;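 active means inhibition above the mean of compounds falling within the control limits plus 3 SD of them, cut at about 14% in these data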;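 further: 0% = plate median of compound wells and 100% = 10 µM Aha-Tn7 peptide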
Target sequence (P02675 whole entry, looked up): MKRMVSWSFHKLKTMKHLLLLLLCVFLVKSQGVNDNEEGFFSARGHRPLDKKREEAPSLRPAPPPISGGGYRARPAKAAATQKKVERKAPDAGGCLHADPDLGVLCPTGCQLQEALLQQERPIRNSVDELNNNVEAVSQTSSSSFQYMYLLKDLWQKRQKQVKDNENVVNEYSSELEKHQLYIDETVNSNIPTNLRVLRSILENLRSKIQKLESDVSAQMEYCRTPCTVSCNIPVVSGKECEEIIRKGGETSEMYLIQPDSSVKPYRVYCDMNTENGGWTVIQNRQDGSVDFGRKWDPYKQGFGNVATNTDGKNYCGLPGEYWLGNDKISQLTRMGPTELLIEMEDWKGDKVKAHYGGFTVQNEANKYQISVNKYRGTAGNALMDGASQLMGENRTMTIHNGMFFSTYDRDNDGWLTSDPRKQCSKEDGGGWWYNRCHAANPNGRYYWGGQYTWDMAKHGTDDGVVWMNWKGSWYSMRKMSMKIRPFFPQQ
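Test system: human clot-derived fibrin DD(E) complex / Quantity: 2 µM final DD(E) protein / Incubation: 10 min plus 3 h, room temperature / Measured by: fluorescence polarization / Benchmarks: high control of 10 µM Aha-Tn7 peptide / Replicates: singlicate testing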
ARFGAP1 inhibitor = inhibitors of rat ARFGAP1; Arfgap1-stimulated ARF1 GTP hydrolysis, GDP FP detection; inhibition, % at 16.5 µM; AID 651572; actives 0.26% (n = 360,000);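 active means inhibition above a per-plate limit, mean inhibition of low control wells plus 3 SD, cut at about 25% in these data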;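 further: 0% = DMSO wells with enzyme and 100% = wells lacking Arfgap1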
Target sequence (Q62848 1-136 limits assumed): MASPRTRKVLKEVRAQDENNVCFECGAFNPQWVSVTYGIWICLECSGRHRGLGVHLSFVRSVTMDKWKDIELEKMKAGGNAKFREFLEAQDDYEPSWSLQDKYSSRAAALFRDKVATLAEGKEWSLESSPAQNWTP
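System: truncated rat Arfgap1 GAP domain / Medium: HEPES-based buffer, pH 7.5 / Also added: N-terminally truncated human ARF1-GTP substrate / Incubation: enzyme reaction 120 min at 25 °C after 20 min preincubation / Measured by: FP of antibody-bound GDP Alexa 633 tracer, ex 620/em 688 nm / Replicates: singlicate, each compound tested once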
KLK7 zymogen act = activates the human kallikrein-7 zymogen. purified proKLK7, EDANS-DABCYL substrate fluorescence; 100% is mature enzyme control, 0% vehicle. activation, % at 7 µM. actives 0.9% (n = 370,000);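 active means activation above the mean of all tested compounds plus 3 SD, computed per campaign excluding outliers beyond control limits, cut at about 13% in these data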
Target sequence (P49862 whole entry, looked up): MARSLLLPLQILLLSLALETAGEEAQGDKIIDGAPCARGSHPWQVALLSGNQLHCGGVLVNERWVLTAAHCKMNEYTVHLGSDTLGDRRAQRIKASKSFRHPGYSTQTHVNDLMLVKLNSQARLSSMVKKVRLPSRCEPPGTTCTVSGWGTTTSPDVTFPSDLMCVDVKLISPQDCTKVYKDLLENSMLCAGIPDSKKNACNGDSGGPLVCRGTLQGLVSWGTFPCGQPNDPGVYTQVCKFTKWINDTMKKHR
ASAP1 GAP inh = inhibitors of human ASAP1 ArfGAP activity; Q9ULH1; ASAP1-stimulated ARF1 GTP hydrolysis, GDP FP detection; inhibition, % at 16.5 µM; actives 0.19% (n = 360,000); AID 624377; in the data active means inhibition above about 25%;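 further: 0% = vehicle with enzyme and substrate and 100% = no enzyme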
Rev-erbA mod = modulates human Rev-erb alpha binding to DNA. activity, % at 10 µM. Rev-erbα–FITC-DNA binding, fluorescence polarization, 90 min. actives 0.79% (n = 370,000). P20393;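 active means activity above about 14%, limit read from the data; passing the limit was not always enough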;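 further: 0% = DMSO wells with 35 nM protein and 100% = DMSO wells with 750 nM protein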
PLC-beta3 inh = inhibitors of human phospholipase C beta3; Q01970; Purified PLC-beta3, fluorogenic substrate, fluorescence; inhibition, % at 12.2 µM; actives 0.18% (n = 370,000); in the data active means inhibition above about 11%;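 further: 0% = median of compound wells on plate and 100% = full blocker control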
UHRF1 binding = blocks human UHRF1 binding to methylated DNA; Q96T88; UHRF1 binding to methylated oligo, TR-FRET; inhibition, % at 4.4 µM; actives 0.75% (n = 370,000); in the data active means inhibition above about 21%;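 further: UHRF1 SRA domain binding a hemimethylated CpG hairpin DNA probe; 0% = median of test compound wells and 100% = reference inhibitor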
Tn6 DDE FP = disrupts Tn6 cyclic peptide binding to fibrin D-Dimer-E complex. AID 720509. Fibrin DD(E) TRITC-Tn6 fluorescence polarization displacement. P02675. inhibition, % at 8.3 µM. actives 0.21% (n = 370,000);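 active means inhibition above a per-campaign cutoff: mean of compounds within control limits plus 3 SD, cut at about 15% in these data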;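 further: 0% = median of all compound wells on the plate and 100% = blocking peptide control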
Active calls of the source: *; . = no result given.

SMILES	HGIII-sPLA2 inh	PLC-gamma1 inh	Tn7 DDE FP	ARFGAP1 inhibitor	KLK7 zymogen act	ASAP1 GAP inh	Rev-erbA mod	PLC-beta3 inh	UHRF1 binding	Tn6 DDE FP
COC(=O)c1ccc(C(=O)OC)c(NC(=O)N2c3ccccc3Sc3ccccc32)c1	-4	-56	-8	8	-0.3	7	26*	-65	0	-4
C=CCNC(=O)N1CCC(n2nccc2NC(=O)CCCc2ccccc2)CC1	7	-1	6	15	-0.7	-11	0	-13	1	0
O=C(CCCCn1c(=O)[nH]c2ccccc2c1=O)N1CCN(c2ncccn2)CC1	-1	-4	3	-4	-0.7	-6	-9	5	1	-1
Cc1noc(C)c1-c1ccc(C(=O)NCc2ccccc2)c2occc12	-3	1	-10	-4	-0.5	-5	7	-1	2	-4
COc1ccc(C(=O)CCN2CCCCCC2)cc1	0	-2	7	1	-0.9	-4	2	4	0	1
CC1(Oc2cccnc2Cl)CCN(Cc2ccc(OC(F)(F)F)cc2)C1 (stereo unspecified)	3	-11	2	-6	-4.1	-11	5	-18	0	3
CCOc1ccc2nc(NC(=S)NCc3ccccc3)sc2c1	-1	4	-3	5	0.2	5	1	3	-3	0
c1ccc(-n2nnnc2SCc2cn3cccnc3n2)cc1	1	-125	7	7	4.3	-6	-8	-193	-3	7
COc1ccc(CCNC(=O)CSc2nc3[nH]ncc3c(=O)n2-c2ccc(C)c(Cl)c2)cc1OC	-6	0	9	7	0.4	-2	-1	-3	0	0
CCOc1ccc(CNC(=O)C2CCCN(S(=O)(=O)N3CC(C)CC(C)C3)C2)cc1OC (stereo unspecified)	-1	2	-5	-6	0.0	3	-2	1	-4	-8
CCc1nnc(NS(=O)(=O)c2ccc(NC(=S)NC(=O)/C=C/c3ccc(OC)cc3)cc2)s1	-5	-2	-2	-8	-0.1	6	-3	4	1	-4
O=S(OCCN1CCOCC1)C(c1ccccc1)c1ccccc1 (stereo unspecified)	0	0	7	3	0.4	3	-6	2	0	-1
CCN(C(=O)COC(=O)CSc1ccc([N+](=O)[O-])cc1)C1CCS(=O)(=O)C1 (stereo unspecified)	2	3	-10	2	0.2	-2	5	-2	3	-1
O=C1NC(=O)/C(=C/c2ccco2)N1	8	-5	3	-5	0.1	17	-1	-7	-6	4
O=C(COc1ccc(Cl)cc1)N1CCN(c2cccc(C(F)(F)F)c2)CC1	7	6	-1	8	-0.5	11	5	14*	2	-4

Looked up by structure from the list above, 4 records:
SMILES	HGIII-sPLA2 inh	PLC-gamma1 inh	Tn7 DDE FP	ARFGAP1 inhibitor	KLK7 zymogen act	ASAP1 GAP inh	Rev-erbA mod	PLC-beta3 inh	UHRF1 binding	Tn6 DDE FP
C=CCNC(=O)N1CCC(n2nccc2NC(=O)CCCc2ccccc2)CC1	7	-1	6	15	-0.7	-11	0	-13	1	0
CCc1nnc(NS(=O)(=O)c2ccc(NC(=S)NC(=O)/C=C/c3ccc(OC)cc3)cc2)s1	-5	-2	-2	-8	-0.1	6	-3	4	1	-4
COc1ccc(C(=O)CCN2CCCCCC2)cc1	0	-2	7	1	-0.9	-4	2	4	0	1
O=C1NC(=O)/C(=C/c2ccco2)N1	8	-5	3	-5	0.1	17	-1	-7	-6	4

Further records.
SMILES	HGIII-sPLA2 inh	PLC-gamma1 inh	Tn7 DDE FP	ARFGAP1 inhibitor	KLK7 zymogen act	ASAP1 GAP inh	Rev-erbA mod	PLC-beta3 inh	UHRF1 binding	Tn6 DDE FP
CC(=O)Nc1ccc(S(=O)(=O)N2CCC(C(=O)N[C@@H](C)C(=O)NC3CCCC3)CC2)cc1	8	2	-6	-1	-0.2	-4	-2	-3	0	4
CC1(C(=O)NS(=O)(=O)c2ccccc2Cl)CCN1C(=O)Cc1cccs1 (stereo unspecified)	1	8	-13	2	0.8	-3	3	7	0	-7
Fc1ccc(/C=C/c2nnc(-c3cccs3)o2)cc1	-4	-22	1	1	0.0	10	-2	-37	-3	-8
O=c1[nH]c(SCc2nc3ccccc3n2Cc2ccccc2)nc2ccccc12	-1	3	3	21	0.2	21	3	0	5	-6
Cc1ccc2nc(-c3cccc(Br)c3)c(Cc3ccccn3)n2c1	-3	-57	0	-6	-1.9	-3	-10	-81	17	4
Cc1ccc(S(=O)(=O)N2CC=C(C(=O)NCCC(C)C)CC2)cc1	1	-4	5	7	-0.7	10	-7	-8	-1	-4
Cc1cc(Br)ccc1NC(=O)CSCc1c(C)noc1C	3	0	2	3	-0.7	-7	1	-4	0	-2
COC(=O)c1ccc(Cn2cnc3c(cnn3-c3ccc(Cl)cc3)c2=O)o1	2	5	2	-1	-0.2	-7	-3	2	32*	0
O=C(Cc1cccc(NC(=O)C2CCCN(C(=O)CCc3ccccc3)C2)c1)Nc1ccc(C(=O)N2CCCCC2)cc1 (stereo unspecified)	-17	1	-1	2	0.9	9	1	-2	2	0
CN(C(=O)COc1ccc(-c2nnco2)cc1)C1CCS(=O)(=O)C1 (stereo unspecified)	14	7	-4	7	-0.1	3	-5	-5	2	0
N#C/C=C1\Sc2ccccc2C(=O)N1CC(=O)N1CCN(S(=O)(=O)c2ccccc2)CC1	5	-3	-4	5	-0.7	1	6	1	1	2
COCCNc1nc(N)c([N+](=O)[O-])c(Nc2ccc(F)cc2)n1	3	3	-5	-7	-0.1	-3	2	-2	-1	-1
CC(=O)c1ccc(NC(=O)/C(=C\c2ccc(F)cc2)NC(=O)c2ccco2)cc1	1	2	1	0	0.2	7	4	-6	2	-4
CSc1ccc(/C=C/C(=O)NC23CC4CC(CC(C4)C2)C3)cc1	11	-27	0	-1	-1.0	-12	0	-27	-1	-3
Cc1ccc(NC(=O)CC2S/C(=N/N=C/c3ccco3)NC2=O)cc1Cl (stereo unspecified)	-10	1	-6	9	-0.6	12	-6	3	-1	-2
CN(C)CCN(C(=O)c1ccc(S(=O)(=O)N(C)c2ccccc2)cc1)c1nc2ccc(Cl)cc2s1	-2	1	2	-13	0.3	1	-4	-2	-1	6
CCCc1cc(C(=O)Nc2nnc(C)s2)cs1	-4	4	-2	5	-0.1	-4	-5	2	-1	3
CCOC(=O)C1=C(C)NC(=S)NC1c1ccc(OC(=O)c2ccco2)cc1 (stereo unspecified)	16	2	3	-1	-0.7	-5	-3	-1	0	3
CCOC(=O)C(=O)Nc1nc(-c2ccc3c(c2)CCN3C(=O)C2CC2)c(C)s1	-4	-32	2	2	-0.1	-9	-4	-44	0	-7
O=C(Nc1ccc2ccccc2c1)/C(=C/c1cccc(Br)c1)NC(=O)c1ccco1	4	0	6	3	-0.5	8	-5	-5	1	-1
O=C(NCc1cn2ccsc2n1)Nc1ccc(Cl)cc1	-2	1	0	8	0.0	-9	-2	-8	1	4
COC(=O)C1(C(=O)OC)C[C@H](c2ccc(OC)cc2)N(Cc2ccccc2OC)[C@@H]1c1ccccc1	3	0	1	-8	-0.6	-7	2	-2	-4	1
COc1ccccc1NC(=O)CN1CCN(CC(=O)Nc2ccc(Cl)c(C(F)(F)F)c2)CC1	-13	1	-6	12	0.4	1	5	5	-1	0
COc1ccc(CNC[C@H]2O[C@@H](n3ccc(=O)[nH]c3=O)[C@H](O)[C@@H]2O)cc1	9	-1	7	-8	-0.3	-6	-8	1	1	7
COc1ccc(C2=NN(C(=O)CCC(=O)O)C(c3cccs3)C2)cc1OC (stereo unspecified)	7	-9	6	1	0.7	-11	4	-15	0	11
O=C(COc1ccc(Cl)cc1)NCCCNC(=O)c1cnccn1	-3	0	-1	4	-0.3	-3	1	-4	0	-1
CCCCC(=O)NC(c1cccs1)c1cc(Cl)c2cccnc2c1O (stereo unspecified)	24*	-23	4	-8	-0.5	24	1	-18	0	-6
CCOc1ccccc1NC(=S)NCc1ccccc1	12	4	-5	2	0.2	0	2	-12	-1	-13
COc1ccc(C(=O)OCC(=O)Nc2sccc2C(N)=O)cc1OC	-3	0	0	2	0.6	-4	7	-7	-3	6
Cc1ccc(NC(=O)COC(=O)CNC(=O)c2ccc(Cl)cc2Cl)cc1S(=O)(=O)N1CCOCC1	-10	2	3	-2	-0.3	-5	-5	-3	4	1
Nc1nc(-c2ccc(Cl)cc2)nn1C(=O)c1cccnc1	2	6	-3	4	0.5	-17	-3	6	-6	0
CCC(=O)Nc1nc(C)c(-c2csc(Nc3cccc(C(=O)O)c3)n2)s1	-12	-37	-3	-1	1.4	-8	-2	-66	-1	-8
OCCC1CN(Cc2cccnc2)CCN1CCc1ccccc1 (stereo unspecified)	-1	0	-8	5	0.2	-3	-3	-8	2	0
COc1ccc(-c2onc(C)c2C)cc1S(=O)(=O)NCCc1ccco1	-34	1	-3	-5	0.2	-17	-4	-7	0	3
COC(=O)[C@]12C[C@H](CC(=O)NCCCN3CCCC3=O)C(=O)N(Cc3cccc4ccccc34)C1=C[C@H](C1CCCC1)O[C@@H]2C	-21	1	-3	.	-0.1	.	10	1	-1	9
COc1cc(OC)nc(Oc2cc(/C=N/O)ccc2OC)n1	5	2	2	1	-0.1	6	-1	4	3	0
COc1ccc(S(=O)(=O)N2CCC(C(=O)N3CCCC3)CC2)cc1Cl	1	2	15*	-4	-0.2	5	-4	2	-1	-1
O=C1OCCC1Sc1nnc(-c2ccc(F)cc2)n1Cc1ccccc1 (stereo unspecified)	-12	2	3	19	-0.8	1	-1	3	-2	7
CCC1Nc2ncnc(N3CCOCC3)c2N(Cc2ccc(OC)cc2)C1=O (stereo unspecified)	1	1	4	8	1.8	6	-1	7	2	2
CC(=O)Nc1sc(C)c(C)c1C(=O)OCC(=O)Nc1cccc(C)c1	2	-1	-1	10	-0.2	6	-3	0	-1	-3
COc1ccc(NC(=O)CCSc2nnnn2C)cc1	-5	1	-5	6	-0.6	0	5	-6	-1	-5
Cc1ccc(-n2c(SCC(=O)Nc3ccc4c(c3)OCCO4)nnc2-c2ccco2)cc1	-7	-4	2	6	0.9	6	-4	-3	-1	7
COc1ccc(S(=O)(=O)N2CCOCC2)cc1NC(=O)COC(=O)C1CC2CCCC(C1)C2=O (stereo unspecified)	1	4	-8	-4	0.1	-3	-1	0	3	10
O=C(Cn1nc(C(=O)O)c2ccccc2c1=O)NCCC1=CCCCC1	5	-1	-1	7	0.9	8	1	0	2	0
COc1cc(/C=C(\C#N)C(=O)NCC2CCCO2)ccc1OC(=O)c1ccco1 (stereo unspecified)	5	3	-4	13	-0.7	8	-2	-6	-1	4
Cc1ccc(CNC(=O)C(=O)c2cn(CC(=O)N3CCOCC3)c3ccccc23)cc1	-9	0	0	2	-0.3	-7	0	-5	0	1
CC(=O)NC1(C(=O)O)CCCC1	-3	1	-6	0	-0.1	9	-2	-3	4	-11
COc1ccc(-c2cc(-c3cc(OC)ccc3O)[nH]n2)cc1	-44	-13	-3	18	-0.7	5	-3	-12	3	-13
CC(=O)OCC(=O)Nc1cc(S(=O)(=O)N2CCCCCC2)ccc1Cl	-2	2	2	25*	0.3	-2	-1	-3	0	1

Screens deposited in PubChem BioAssay by several laboratories.

Rows are unselected; any-hit rate near 4.5%.
